Bioassay records from PubChem BioAssay.
CYP2C9 inh = blockers of cytochrome P450 2C9 activity – biochemical, luminescence, ADME assay, primary screen; AID 777, 2007; inhibition, % at 5 µM; P11712; 96,000 tested, 20% active; CYP2C9 Supersomes, luciferin-H conversion;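 active means blocking of liver enzyme CYP2C9 beyond about 50% at 5 µM, limit read from the data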; further: values of inactives mirror those of a sister screen read the other way
CYP2C9 act = human CYP2C9 activators, primary screen, biochemical, luminescence. activation factor at 5 µM. 96,000 tested, 1.4% active. recombinant CYP2C9, luciferin-H conversion; hits give high values; factor 1 = untreated enzyme, 0 = blocked;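 active means activation factor of 2 or more for CYP2C9 at a 5 µM dose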;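 further: 0 = sulfaphenazole-blocked wells and 1 = vehicle-only wells; values of inactives mirror those of a sister screen read the other way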
LYP act = LYP phosphatase activators, primary screen, biochemical, DiFMUP fluorescence, 2 µM; Tyrosine-protein phosphatase non-receptor type 22 (Homo sapiens), Q9Y2R2; recombinant LYP; 0 = plate median, 100 = signal doubled; activation, % at 2 µM; 96,000 tested, 0.11% active;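 active means activation at 2 µM above a set limit, the mean plus 5 SD, cut at about 37% in these data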
Target sequence (Q9Y2R2 whole entry, looked up): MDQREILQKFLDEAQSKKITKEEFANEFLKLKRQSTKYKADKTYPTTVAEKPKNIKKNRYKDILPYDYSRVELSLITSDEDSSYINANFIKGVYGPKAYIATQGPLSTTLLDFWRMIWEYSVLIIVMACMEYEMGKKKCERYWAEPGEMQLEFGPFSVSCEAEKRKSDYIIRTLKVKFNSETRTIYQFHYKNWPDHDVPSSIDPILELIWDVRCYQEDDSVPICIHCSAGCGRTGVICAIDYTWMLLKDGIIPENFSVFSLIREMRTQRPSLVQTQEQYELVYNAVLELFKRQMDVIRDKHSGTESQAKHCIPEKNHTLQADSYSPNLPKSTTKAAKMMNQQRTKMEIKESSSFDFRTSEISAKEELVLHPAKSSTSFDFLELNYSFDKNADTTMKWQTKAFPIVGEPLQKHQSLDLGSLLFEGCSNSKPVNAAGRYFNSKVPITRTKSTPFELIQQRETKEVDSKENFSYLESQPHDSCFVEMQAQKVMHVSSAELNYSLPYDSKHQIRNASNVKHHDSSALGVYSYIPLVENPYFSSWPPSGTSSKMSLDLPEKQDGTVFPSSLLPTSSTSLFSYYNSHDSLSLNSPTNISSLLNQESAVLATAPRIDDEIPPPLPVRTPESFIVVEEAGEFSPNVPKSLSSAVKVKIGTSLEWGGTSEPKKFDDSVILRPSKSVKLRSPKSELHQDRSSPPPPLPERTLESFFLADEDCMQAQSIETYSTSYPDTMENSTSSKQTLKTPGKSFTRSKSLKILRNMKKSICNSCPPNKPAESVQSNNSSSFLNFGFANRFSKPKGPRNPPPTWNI
hDAT+cocaine = changed hDAT dopamine uptake under cocaine IC80, either direction, primary screen, cocaine antagonist project, cell-based, LLC-PK1 hDAT, [14C]-dopamine uptake, MLSMR | Sodium-dependent dopamine transporter (Homo sapiens), Q01959 | LLC-PK1 hDAT cells, [14C]-dopamine uptake with cocaine IC80; actives deviate in either direction | B-score at 10 µM | 110,000 tested, 1.3% active;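 active means Z score or B-score, a plate-position-corrected score, falls beyond the plate's 99.7% confidence bounds, in either direction; inactive means both scores lie inside the 99.7% bounds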;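 further: scored against the spread of the other compound wells on the same plate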
PTK2B oligo ant = antagonists of Pyk2 self-association, primary screen, Q293 cells, FERM NanoBiT luminescence, HTS; z-score (the deposit names both 25 µM and 10 µM); Protein-tyrosine kinase 2-beta (Homo sapiens), Q14289; hits give low values; 99,000 tested, 0.83% active;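 active means Z-score of -3 or lower, scaled per plate to the spread of control and sample wells; inactive means z-score above -3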;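 further: negative z-score means lost luminescence so less FERM oligomerization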
PostGolgi yeast = phenotypic screen on post-Golgi transport, primary screen; inhibition, % at 10 µM; post-Golgi transport phenotypic cell assay; 98,000 tested, 0.9% active;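 further: yeast cells grown in 1536-well plates; yeast grown about 18 h at 30C before absorbance read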
E coli WT exp = growth inhibitors of wild-type E. coli, primary screen, strain BW25113, expanded library, OD600; OD600 absorbance; growth inhibition, % at 100 µM; 98,000 tested, 0.15% active; AID 710, 2007;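 active means growth inhibition above about 50% at one test dose, limit read from the data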;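 further: growth measured after 20 h incubation at 37 °C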
LYP inh 2 = PTPN22 phosphatase inhibitors, primary screen, biochemical, DiFMUP fluorescence, 2 µM | Tyrosine-protein phosphatase non-receptor type 22 (Homo sapiens), Q9Y2R2 | recombinant LYP catalytic domain | inhibition, % at 2 µM | 96,000 tested, 0.21% active | AID 640, 2007;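 active means inhibition at 2 µM at or above a set limit, the screen mean plus 3 SD, cut at about 24% in these data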;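 further: 0% = DMSO with enzyme and 100% = enzyme fully blocked by orthovanadate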
PostGolgi ctrl = growth inhibition of yeast control strain, primary screen, counter-screen for post-Golgi transport modulator project; AID 738, 2007; efflux-deficient yeast background strain, growth absorbance A615, 16 h; 98,000 tested, 5% active; inhibition, % at 10 µM
An asterisk follows results filed as active; / = not tested or not shown. Unless noted, no stated cut-off is given here; in the data, active means inhibition above about 30%; inactive means the rest.

Below each compound – CYP2C9 inh	CYP2C9 act	LYP act	hDAT+cocaine	PTK2B oligo ant	PostGolgi yeast	E coli WT exp	LYP inh 2	PostGolgi ctrl
- CC1(C)Cc2nc(NCCN3CCOCC3)c(C#N)cc2CO1
  29.0	0.7	1.1	0.394	-0.24	1.5	7.0	-1.5	0.8
- COc1cccc(-c2nnc(SCC(=O)N3CCCc4ccccc43)o2)c1
  36.5	0.6	-5.2	0.00188	0.45	6.9	-19.0	8.7	4.0
- O=C(O)C1CCCCC1C(=O)NCc1ccc(F)cc1 (centres undefined)
  -15.8	1.2	-2.2	-1.49	0.11	3.6	-1.0	5.2	9.6
- Cc1c(NS(=O)(=O)c2ccccc2)cc(Cl)c(O)c1C
  -150.3	2.5*	15.7	-0.718	-1.87	-0.2	3.0	-12.1	18.2
- COC(=O)c1nc2n(n1)C(c1ccc(OC)c(OC)c1)C(C(=O)OC1CCCCC1)=C(C)N2 (centres undefined)
  37.8	0.6	1.6	1.59	-1.25	7.5	-15.0	-3.0	2.7
- O=S(=O)(c1cccc2nsnc12)N1CCN(C/C=C/c2ccccc2)CC1
  15.8	0.8	/	1.27	-0.48	3.1	-1.0	/	20.5
- O=C(c1ccc(CS(=O)(=O)c2ccc(Br)cc2)o1)N1CCCC1
  30.9	0.7	/	0.547	/	8.6	5.0	/	6.2
- COc1ccccc1N(CC(=O)Nc1ccc2c(c1)OCO2)S(=O)(=O)c1ccccc1
  100.3*	0	6.8	0.867	-2.23	-2.8	-17.0	-6.2	6.2
- CCc1nnc(SCC(=O)NC2CCCCC2)nc1CC
  -24.7	1.2	-5.1	-0.771	-0.07	-13.9	2.0	7.5	-1.2
- N#Cc1ccc(Oc2nc(C(N)=O)cc(-c3ccccc3)n2)cc1
  -3.9	1	-3.7	0.404	-0.6	-2.0	-5.0	7.6	-6.4
- CCCOc1cc(C)nc(-c2ccccc2O)n1
  -0.7	1	-1.7	-0.000467	0.14	5.5	7.0	3.4	4.4
- CCc1c(C)nc2ncnn2c1N1CCCC(C(=O)NCCc2ccccc2)C1 (centres undefined)
  35.1	0.6	8.6	-0.141	0.68	0.5	7.0	-6.7	9.0
- COc1cc(OC)cc(C(=O)NC(=S)Nc2ccc(Cl)c(C(=O)O)c2)c1
  24.0	0.8	-2.0	0.447	-0.01	-0.8	-5.0	6.6	0.6
- CS(=O)(=O)N(CC(=O)N1CCN(c2ccccc2)CC1)c1cccc(Br)c1
  -179.1	2.8*	13.7	-0.555	0.83	1.2	6.0	-16.7	-0.7
- CCOC(=O)N1CCC(Nc2cccc(SC)c2)CC1
  23.7	0.8	-7.2	0.141	-0.22	6.3	2.0	6.0	13.7
- COc1ccc(CC(=O)Nc2ccc(S(=O)(=O)Nc3cc(C)on3)cc2)cc1OC
  4.0	1	10.7	-0.563	-1.36	-3.4	-1.0	-7.0	21.0
- COC(=O)CNC(=O)c1ccc2c(c1)S(=O)(=O)c1ccccc1C2=O
  -14.1	1.1	/	2.01	-0.86	-6.4	3.0	/	29.9
- CCn1c(=O)n(CC(=O)NCc2ccco2)c(=O)c2ccccc21
  -6.7	1.1	-0.1	0.273	-0.51	-5.7	8.0	-1.7	10.3
- Cc1[nH]nc(-c2ccc(OCc3cnn(-c4ccccc4)c3)c(C)c2O)c1Oc1ccccc1
  22.8	0.8	1.9	0.819	-0.5	-5.7	-4.0	4.3	8.4
- Oc1cccc(C(=S)N2CCN(Cc3ccccc3)CC2)c1
  68.0*	0.3	-0.6	-0.24	-0.7	5.5	9.0	0.8	25.4
- Cc1nnc(SCC(=O)Nc2ccc3c(c2)OCCO3)s1
  /	/	-4.9	-0.337	0	/	/	1.5	/
- O=C(CSc1nc2ccccc2c(=O)n1CC1CCCO1)NCC1CCCO1 (centres undefined)
  12.7	0.9	0.7	-0.698	0.36	1.9	4.0	-2.9	1.1
- CC(C)Cn1c(N)c(C(=O)COC(=O)C2=COCCO2)c(=O)n(C)c1=O
  /	/	21.8	-0.168	-0.21	-3.6	5.0	-23.2	2.6
- Cc1cc(C(=O)C(=O)N(C)C)c(C)n1-c1ccc([N+](=O)[O-])cc1
  3.4	1	7.0	-0.917	0.69	5.3	-5.0	-2.7	19.6
- CCN(CC)Cc1c(O)ccc2occ(C(=O)c3ccc(OC)cc3)c12
  /	/	-9.2	2.07	-0.81	/	/	9.7	/
- C=CCNC1=C(Cl)C(=O)N(c2ccccc2Cl)C1=O
  26.5	0.7	3.1	0.142	1.04	-2.7	7.0	-5.9	34.0*
- COc1cc(C(=S)N2CCC(C(N)=O)CC2)ccc1O
  3.6	1	-0.6	0.587	0.39	-8.2	2.0	-3.2	-3.0
- CC(C)OCC(O)CS(=O)(=O)Cc1ccccc1 (centres undefined)
  4.2	1	3.4	0.0118	0.73	-1.9	8.0	-1.2	5.9
- COc1cccc(CNC(=O)C2=C(C)C(=O)OC23CCC(C)CC3)c1 (centres undefined)
  25.2	0.7	2.9	-0.211	0.33	2.8	12.0	2.5	8.3
- CCOC(=O)c1sc(NC(=O)c2cc(-c3ccc(C)cc3)nc3ccccc23)c(C#N)c1C
  41.8	0.6	1.4	-1.05	-1.43	-4.5	-12.0	2.8	3.4

Further records:
Below each compound – CYP2C9 inh	CYP2C9 act	LYP act	hDAT+cocaine	PTK2B oligo ant	PostGolgi yeast	E coli WT exp	LYP inh 2	PostGolgi ctrl
- N#CC1(Nc2ccccc2)C(=O)Nc2ccccc21 (centres undefined)
  7.4	0.9	30.8	-1.02	-0.22	7.8	-6.0	-28.0	6.2
- CC(C)c1nc(=S)n(-c2ccccc2)[nH]1
  0.9	1	1.1	0.701	0.71	-5.2	-2.0	-1.7	2.6
- Cc1ccc(C(=O)Nc2ncc3c(Cl)cccc3n2)cc1
  26.2	0.7	1.7	-0.00873	-0.08	4.2	-6.0	2.9	0.9
- CC(C)=C(NC(=O)c1ccccc1)C(=O)NCCCC(=O)O
  -12.3	1.1	-5.3	0.216	-0.52	17.4	6.0	6.4	5.1
- CC(C)CC(c1nnnn1C(C)(C)C)N1CCN(C2CCCC2)CC1 (centres undefined)
  22.6	0.8	7.2	0.29	1.53	0.3	1.0	-9.1	15.6
- CNc1c([N+](=O)[O-])cnn1-c1ccc(C)cc1
  20.3	0.8	1.4	-0.683	0.14	0.5	4.0	2.6	1.2
- Nc1c(C(=O)NCc2ccccc2)nnn1Cc1ccccc1
  4.1	1	-1.8	0.947	/	1.1	2.0	-0.4	2.8
- Cc1ccsc1CNn1cnnc1SCc1ccc(Cl)cc1
  /	/	11.0	0.0272	-0.25	/	/	-14.4	/
- Cc1ccc(Oc2cc(C#N)c(C#N)cc2-n2nnc3ccccc32)cc1C
  -19.8	1.2	0.7	-0.0938	0.72	-5.4	-2.0	-0.8	11.3
- O=C(CSc1nc2c(c(C(F)(F)F)n1)CCc1ccccc1-2)NCc1ccccc1
  /	/	-5.2	-0.29	-0.66	/	/	4.9	/
- NC(=O)C1CCCN(Cc2ccc(Cl)cc2)C1 (centres undefined)
  8.1	0.9	12.5	0.188	-0.3	-6.4	3.0	-14.6	6.6
- CCN1CCN(CCCNC(=O)C(NC(=O)C2CCC(C)CC2)C(C)C)CC1 (centres undefined)
  -10.3	1.1	-3.3	-1.3	/	11.2	1.0	3.5	5.2
- CCc1nc2ccccc2n(CC)c1=O
  -8.8	1.1	3.5	-1.67	-1.01	5.0	12.0	-6.3	21.0
- COc1ccccc1NC(=O)c1ccc(S(=O)(=O)N2CCOCC2)cc1
  -248.9	3.5*	0.8	1.88	-0.36	4.8	6.0	-3.6	5.1
- CC(=O)c1cccc(N=C2C(=O)Nc3ccccc32)c1
  -10.6	1.1	-0.8	0.626	0.72	2.6	-4.0	0.2	9.9
- Cc1cc(C)nc(NC2=NCC(=O)N2CCc2c[nH]c3ccccc23)n1
  49.8	0.5	11.5	-1.11	0.26	-0.2	4.0	-9.3	-2.2
- COCC(=O)Nc1nc2n(n1)C(c1ccccc1)CC(c1ccc(OC)cc1)N2 (centres undefined)
  4.6	1	-2.2	0.0577	-1.03	0.9	-2.0	0.1	4.7
- Cn1nnc(NC(=O)CSc2nnnn2-c2ccc(F)cc2)n1
  14.2	0.9	0.3	0.124	-0.48	1.8	11.0	-1.2	-5.5
- COc1ccc(OC)c(Nc2nc(N)nc(CSc3nnc(N)s3)n2)c1
  28.2	0.7	1.5	0.0852	0.63	2.8	-10.0	3.7	0.4
- COC(=O)c1nn2c(C(F)(F)F)cc(-c3ccc(Br)o3)nc2c1Br
  21.5	0.8	-3.8	0.563	-0.39	/	/	0.7	/
- CSc1ccc(/C=N\NC(=O)CNc2ccc(C)cc2)cc1
  29.9	0.7	-7.6	0.539	0.08	-6.6	-10.0	9.5	-8.8
- O=c1[nH]c(SCCOc2ccccc2)nc2ccccc12
  10.8	0.9	-12.2	-0.775	-0.46	23.9	-4.0	11.7	10.2
- COc1ccc(Cn2c(CCCO)nc3ccccc32)cc1OC
  59.1*	0.4	0.8	-0.199	0.97	20.1	0.0	0.8	6.4
- Cc1occc1C(=O)NCCCCc1ccccc1
  41.3	0.6	-8.0	0.0228	1.14	-6.2	6.0	11.3	-3.3
- COc1ccccc1C(=O)Nc1nc2ccc(S(C)(=O)=O)cc2s1
  /	/	-0.1	0.773	0.34	1.0	-7.0	3.4	12.5
- O=C1/C(=C/c2cccnc2)Oc2cc(OS(=O)(=O)c3ccccc3)ccc21
  56.5*	0.4	-6.6	0.906	-2.65	6.4	-12.0	8.4	5.4
- CCOC(=O)c1cnn(CCOC(=O)c2cccs2)c1NC(=O)c1cccs1
  85.7*	0.1	6.9	0.523	-1.3	-1.6	-3.0	-9.7	17.3

Complete entries, quoted from the list.
Profile of Cc1ccc(Oc2cc(C#N)c(C#N)cc2-n2nnc3ccccc32)cc1C : CYP2C9 inh: -19.8; CYP2C9 act: 1.2; LYP act: 0.7; hDAT+cocaine: -0.0938; PTK2B oligo ant: 0.72; PostGolgi yeast: -5.4; E coli WT exp: -2.0; LYP inh 2: -0.8; PostGolgi ctrl: 11.3
Profile of O=c1[nH]c(SCCOc2ccccc2)nc2ccccc12 : CYP2C9 inh: 10.8; CYP2C9 act: 0.9; LYP act: -12.2; hDAT+cocaine: -0.775; PTK2B oligo ant: -0.46; PostGolgi yeast: 23.9; E coli WT exp: -4.0; LYP inh 2: 11.7; PostGolgi ctrl: 10.2

An unsorted share of the library, and some 24% of all compounds hit somewhere here.
